# Compound activity as filed in PubChem.
# Salmonella PhoP GFP – PhoP regulon inhibitors, Salmonella typhi PhoP promoter GFP reporter, confirmatory (AID 1850) | Salmonella Typhi PhoP-promoter GFP reporter, fluorescence, 4 h; higher % means a stronger effect | 310,000 tested, 0.33% active | inhibition, % at 50 µM; hits with a dose series show IC50 in µM; in the data active = a potency from the dose series; inconclusive = inhibition mostly from about 25% at the one dose, without a potency; inactive = the rest, 99 in 100 with inhibition below about 19%;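 also: 0% = induced wells with vehicle and 100% = uninduced wells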
# tuberculosis growth – growth inhibition of non-replicating M. tuberculosis (AID 488890). Mycobacterium tuberculosis non-replicating, growth inhibition; higher % means a stronger effect. 320,000 tested, 0.39% active. one-dose inhibition, % at 25 µM; IC50 in µM for titrated hits; in the data active = a potency from the dose series; inconclusive = inhibition mostly from about 82% at the one dose, without a potency; inactive = the rest, 99 in 100 with inhibition below about 76%;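 also: plate controls were DMSO cells for no effect and high antibiotic wells for full effect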
# H1N1 NS1A inhibition – H1N1 influenza NS1A inhibitors, functional cell based assay (AID 504329). NS1A functional cell-based assay, percent inhibition; higher % means a stronger effect. 340,000 tested, 0.3% active. one-dose inhibition, % at 12.5 µM; IC50 in µM for titrated hits; in the data active = a potency from the dose series; inconclusive = inhibition above about 27% without an active follow-up result; also: strong numbers were not always called active
# inhibitors of VEEV – inhibitors of VEEV TC-83 cytopathic effect, confirmation, Vero cells (AID 588727). one-dose inhibition, % at 20 µM; IC50 in µM for titrated hits. 350,000 tested, 0.13% active. Vero cells, VEEV TC-83 cytopathic effect inhibition; higher % means a stronger effect; in the data active = a potency from the dose series; inconclusive = inhibition mostly from about 14% at the one dose, without a potency; inactive = the rest, 99 in 100 with inhibition below about 12%; also: strong numbers were not always called active
# M. tuberculosis HTS – M. tuberculosis growth inhibition, HTS (AID 449762); M. tuberculosis H37Rv growth inhibition, 7H9 media; higher % means a stronger effect; one-dose inhibition, % at 25 µM; IC50 in µM for titrated hits; 330,000 tested, 0.59% active; in the data active = a potency from the dose series; inconclusive = inhibition above about 70% without an active follow-up result;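 also: bacterial growth assessed after seven days of incubation; strong numbers were not always called active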
# inhibitors of VEEV 10K pilot screen – recorded beside inhibitors of VEEV, whose call it bears; inhibition, %; measured here: 10K pilot screen inhibition
# * = called active by the depositor; i = inactive; ? = inconclusive; nt = no result given.
SMILES,Salmonella PhoP GFP,tuberculosis growth,H1N1 NS1A inhibition,inhibitors of VEEV,M. tuberculosis HTS,others
COc1ccc(N(C)S(=O)(=O)c2cccc(C(=O)NCc3ccc4c(c3)OCO4)c2)cc1,6%,3%,-1%,6.1%,7%,
COC(=O)C1=C(C)N(Cc2ccco2)C(=O)N[C@H]1c1cccc(C(F)(F)F)c1,10%,27%,nt,nt,4%,
CCOC(=O)CNC(=O)c1sc2nc(C)cc(C)c2c1N,3%,-19%,-15%,1.1%,1%,
CN1CCN(c2ccccc2NC(=O)c2ccc(N3CCOCC3)c([N+](=O)[O-])c2)CC1,-7%,-2%,7%,2.0%,-2%,
Cc1ccc(OC(=O)c2cccnc2)cc1,12%,61%,-2%,3.1%,1%,
CCCCNC(=O)c1cccc(C(=O)NCCCC)c1,7%,3%,-8%,0.3%,-1%,
CCOC(=O)Cc1c(C)nc2c(-c3ccc(Cl)cc3)c(C)[nH]n2c1=O,-9%,?,-10%,i,?,
COc1ccc([C@H]2C(C(=O)O)=C[C@@H](C(C)(C)C)N2S(=O)(=O)c2ccc(C)cc2)cc1OC,nt,-5%,3%,i,-1%,
Cc1cccc(C)c1NC(=O)CN(C)C(=O)c1cccc(S(=O)(=O)N2CCN(c3ccccc3)CC2)c1,-16%,26%,2%,2.3%,1%,
COc1ccc(N(CC(=O)NCc2ccco2)S(=O)(=O)c2ccccc2)cc1,-1%,6%,-18%,1.3%,-15%,
CN1CCN(S(=O)(=O)c2cccc(C(=O)N(Cc3nnc(-c4ccc(Cl)cc4)o3)C3CC3)c2)CC1,6%,19%,-2%,6.9%,26%,
Cn1nc(-c2ccccc2)c(-c2nc(-c3ccccc3Cl)no2)c1Cl,2%,-4%,-2%,1.5%,8%,
CCCn1nnnc1NC(=O)COc1ccc(Br)cc1,-18%,4.6µM*,2%,0.3%,7%,
Cc1ccccc1Cn1cc(S(=O)(=O)CC(=O)N2CCCCC2)c2ccccc21,-6%,-4%,-7%,0.1%,1%,
O=C(COC(=O)c1cnccn1)NCc1ccccc1,2%,-9%,1%,1.3%,-1%,
Nc1cc(Cl)nnc1Cl,nt,nt,-7%,0.1%,nt,
O=C(c1cccc(S(=O)(=O)N2CCOCC2)c1)N(Cc1nnc(-c2ccccc2Cl)o1)C1CC1,7%,17%,10%,2.2%,-6%,
CC(C)CC1NC(=S)N(Cc2ccccc2)C1=O (stereo unspecified),-1%,5%,-19%,?,5%,
CC1(C)CC(=O)CC(=Nc2ccc(C(=O)O)cc2)C1,5%,-4%,-7%,0.6%,2%,
CCCc1cc(=O)[nH]c(SC(C)C(=O)N2c3ccccc3CC2C)n1 (stereo unspecified),nt,18%,-1%,6.1%,-9%,
CSCCNC(=O)c1cccc(Cl)c1,-6%,-4%,1%,i,2%,
CC(=O)/C(=N/Nc1cccc(Cl)c1)N1CCOCC1,0%,42%,9%,2.5%,?,
CCN(CC)S(=O)(=O)c1ccc(N2CCOCC2)c(NC(=O)CCOc2ccccc2)c1,-1%,24%,-6%,0.4%,-4%,
COC(=O)c1ccc(Cn2nnc3ccccc3c2=O)o1,8%,-5%,-1%,0.4%,10%,
Oc1c(Cl)cc(Cl)cc1C=Nc1ccc(N2CCOCC2)cc1,-9%,42%,-14%,0.6%,2%,
O=C(Nc1ccc(C(=O)N2CCCC2)cc1)C1CC1,nt,nt,-15%,0.0%,nt,
CCN(C[C@H]1N[C@@](CC)(C(=O)OC)[C@H]2C(=O)N(C)C(=O)[C@@H]12)S(=O)(=O)c1ccc(F)cc1,nt,-2%,-3%,0.6%,-6%,
Nc1ccc(S(=O)(=O)c2cc(O)c3ccccc3c2O)cc1,nt,nt,5%,0.1%,nt,
Cc1cccc(OCCNC(=O)CCNS(=O)(=O)c2ccc3ccccc3c2)c1,nt,35%,-4%,1.3%,16%,
O=C(CCN1C(=O)c2ccccc2C1=O)Nc1cc(F)ccc1F,-10%,-16%,20%,0.7%,5%,
O=C(CSc1nnc(-c2ccco2)n1CC1CCCO1)N1CCCCC1 (stereo unspecified),-5%,6%,3%,i,-2%,
O=C1Nc2ccccc2C12Nc1ccccc1S2 (stereo unspecified),-4%,1%,nt,nt,3%,
Cc1cc(NC(=O)COC(=O)C(C)Oc2ccc(Cl)cc2Cl)no1 (stereo unspecified),11%,12%,-1%,1.4%,-8%,
O=[N+]([O-])[N-][n+]1cnn(Cc2ccccc2)c1,4%,4%,2%,0.8%,2%,
CC1(C(=O)OCC(=O)Nc2cccc(S(=O)(=O)NC3=NCCCCC3)c2)CC1(Cl)Cl (stereo unspecified),-1%,-10%,-1%,1.1%,2%,
COc1ccc2oc(C(=O)NC3CCCCC3)c(C)c2c1,1%,24%,-8%,0.1%,-14%,
CCOc1cc(/C=C2\C(=O)N(Cc3ccco3)C(C)=C2C(=O)OC)ccc1O,-7%,17%,21%,0.8%,3%,
COc1ccc(NP(=O)(Oc2ccc(Cl)cc2)Oc2ccc(Cl)cc2)cc1OC,0%,17%,-1%,0.5%,6%,inhibitors of VEEV 10K pilot screen=1.7
CCOc1ccc(C2C(C#N)=C(N)N(N(C)C)C3=C2C(=O)CC(C)(C)C3)cc1 (stereo unspecified),-11%,11%,10%,0.8%,0%,
COc1ccc(OCCCC(=O)Nc2cc(S(=O)(=O)N3CCCCC3)ccc2C)cc1,nt,16%,6%,1.7%,4%,
Cc1cccc(Nc2nc(-c3cccs3)cs2)n1,7%,4%,9%,11%,55%,
Cc1cccc2cc(CN(Cc3cccnc3)C(=O)c3cccs3)c3nnnn3c12,-6%,5%,nt,nt,0%,
COc1cc2c(cc1OC)CN(c1nc(CN3CCCC3)nc3sc(C)c(C)c13)CC2,3%,40%,21%,5.7%,0%,
COc1ccccc1N1CCN(C(=O)c2cc(S(=O)(=O)N3CCCCC3)ccc2C)CC1,nt,12%,-1%,?,2%,
CCc1nnc2c3cnn(-c4ccccc4)c3ncn12,13%,5%,9%,1.9%,-2%,
CCCCOC(=O)Nc1sc2nc(C)cc(C)c2c1-n1cccc1,-1%,-3%,6%,i,-6%,
COc1cc(=O)n(C)c2c(OCC3OC(C)(C)OC3(C)C)cccc12 (stereo unspecified),10%,-2%,-18%,7.2%,-9%,
O=C(NCc1ccc(Cl)cc1)C1CCN(S(=O)(=O)c2cccnc2)CC1,-3%,-9%,-10%,1.1%,-2%,
CC(C)CNC(=O)C(=O)NNC(=O)c1ccco1,15%,0%,nt,2.8%,-2%,
CCN(CC(=O)Nc1c(F)cccc1F)C(=O)/C=C/c1ccc(C)cc1,nt,28%,-1%,i,7%,
CCCCn1c(O)c(C(CC)=NC(C)c2ccccc2)c(=O)[nH]c1=O (stereo unspecified),11%,23%,3%,0.1%,7%,
O=C(Cc1ccccc1)Nc1scc(-c2ccccc2)c1C(=O)N1CCOCC1,0%,13%,17%,i,1%,
O=C(Nc1ccc(-c2nc3cc(Cl)ccc3c(=O)o2)cc1)c1ccco1,-3%,?,5%,0.6%,?,
CN1CC(=O)N(CC(=O)Nc2ccc(Cl)c(C(F)(F)F)c2)C1=O,-2%,-14%,-2%,6.3%,-7%,
CCc1nnc(NS(=O)(=O)c2ccc(NC(=O)c3ccccc3)cc2)s1,13%,21%,-2%,6.3%,3%,
C#CCOCCOCCOCCNc1nc(N2CCOCC2)nc(N2CCN(C(=O)[C@H](Cc3ccc(O)cc3)n3cc(CCO)nn3)CC2)n1,nt,nt,-24%,0.7%,nt,
Cc1cc(NC(=O)c2ccccc2)nc2c1c(=O)oc1ccccc12,-13%,13%,-9%,9.1%,2%,
Cc1ccc(C(C(=O)NCc2ccc(F)cc2)N(C(=O)c2csnn2)C2CC2)o1 (stereo unspecified),11%,3%,-2%,2.2%,1%,
Cc1ccc(O)c(-c2[nH]ncc2C(=O)c2ccc(Br)cc2)c1,-5%,-6%,-7%,1.3%,-7%,
Cc1cc(C)c2c(=O)[nH]c(=O)n(Cc3ccccc3)c2n1,-10%,8%,0%,1.8%,-2%,
# Continuation:
SMILES,Salmonella PhoP GFP,tuberculosis growth,H1N1 NS1A inhibition,inhibitors of VEEV,M. tuberculosis HTS,others
Cc1nonc1C1CCCN1C(=O)c1cc(COc2ccc(F)cc2F)on1 (stereo unspecified),9%,12%,-3%,i,6%,
CCOc1ccc(C(O)Cc2nc3ccccc3n2C)cc1 (stereo unspecified),-5%,7%,-4%,0.1%,6%,
O=C(Nc1ccccc1OC(F)F)c1oc2ccccc2c1COc1ccccc1,-6%,0%,10%,i,3%,inhibitors of VEEV 10K pilot screen=0.1
Oc1c(CN2CCCC2)cc(COCc2ccccc2)c2cccnc12,nt,66%,3.8µM*,i,-2%,inhibitors of VEEV 10K pilot screen=4.8
CC(C)CCNC(=O)/C=C/c1ccc(Br)cc1,-10%,68%,-3%,0.4%,-19%,
COc1cccc(-n2c(SCC(=O)Nc3cc(C)on3)nc3c([nH]c4ccccc43)c2=O)c1,-13%,nt,3%,12%,0%,
C[N+]1(CC(=O)Nc2ccc(F)cc2)CCN(C(=O)c2ccco2)CC1,-4%,7%,5%,i,5%,inhibitors of VEEV 10K pilot screen=0.9
O=C(CCC(=O)Nc1ccccc1)NNS(=O)(=O)c1ccc(Cl)cc1,-4%,3%,-4%,i,0%,
COc1cc(C(=O)NCC2CCCCC2)ccc1OCc1c(C)noc1C,nt,10%,-10%,0.9%,-1%,
CCC(NS(=O)(=O)c1ccc(C)cc1)C(=O)N1CCC2(O)CCCCC2C1 (stereo unspecified),9%,-6%,-1%,1.7%,-6%,
O=C(Nc1ccc(SC(F)F)cc1)C1CC(=O)N(Cc2ccccc2)C1 (stereo unspecified),17%,40%,-8%,4.3%,12%,
CC1=C(c2ccccc2)CCC1=O,-3%,5%,6%,i,4%,
O=C(O)CCCn1nc(-c2ccccc2)c2ccccc21,0%,-13%,8%,0.9%,1%,inhibitors of VEEV 10K pilot screen=1.2
Cc1sc2cc3c(c(C(=O)c4ccccc4)[n+]2c1C)-c1cccc2cccc-3c12,-10%,?,nt,nt,?,
CC(C)NC(=O)NC(=O)COC(=O)c1ccc(S(=O)(=O)NCc2ccco2)cc1,nt,-2%,2%,0.5%,11%,

# An excerpt from above in order of number of heavy atoms, low to high:
SMILES,Salmonella PhoP GFP,tuberculosis growth,H1N1 NS1A inhibition,inhibitors of VEEV,M. tuberculosis HTS,others
Oc1c(Cl)cc(Cl)cc1C=Nc1ccc(N2CCOCC2)cc1,-9%,42%,-14%,0.6%,2%,
COc1cc(=O)n(C)c2c(OCC3OC(C)(C)OC3(C)C)cccc12 (stereo unspecified),10%,-2%,-18%,7.2%,-9%,
CC1(C(=O)OCC(=O)Nc2cccc(S(=O)(=O)NC3=NCCCCC3)c2)CC1(Cl)Cl (stereo unspecified),-1%,-10%,-1%,1.1%,2%,
COc1ccc(OCCCC(=O)Nc2cc(S(=O)(=O)N3CCCCC3)ccc2C)cc1,nt,16%,6%,1.7%,4%,
CCN(CC)S(=O)(=O)c1ccc(N2CCOCC2)c(NC(=O)CCOc2ccccc2)c1,-1%,24%,-6%,0.4%,-4%,

# (further entries)
SMILES,Salmonella PhoP GFP,tuberculosis growth,H1N1 NS1A inhibition,inhibitors of VEEV,M. tuberculosis HTS,others
COc1ccccc1NS(=O)(=O)c1ccc(C(=O)NCC(c2cccs2)N2CCOCC2)cc1 (stereo unspecified),nt,26%,8%,0.2%,-7%,
Cc1ccc(C(=O)N/N=C\c2sccc2C)cn1,25%,nt,0%,0.3%,-1%,
CC(=O)Nc1ccc(NS(=O)(=O)c2cc(Cl)ccc2Cl)cc1,10%,11%,-2%,i,-10%,
NC(=O)c1c(NC(=O)c2cccc(N3C(=O)CCC3=O)c2)sc2c1CCCCC2,-2%,-2%,-10%,7.4%,-15%,
Nc1ccccc1SCC(=O)Nc1ccc2c(c1)OCCO2,17%,23%,8%,0.8%,1%,
Cc1ccc(C)c(N(CC(=O)N/N=C/c2ccc(-c3ccc([N+](=O)[O-])cc3)o2)S(=O)(=O)c2ccccc2)c1,-2%,30%,6%,0.1%,?,
CCC(=O)Nc1ccc(S(=O)(=O)Nc2ccccn2)cc1,3%,-22%,-1%,i,-3%,
COc1ccc(Cc2nc(=S)[nH][nH]2)cc1Br,0%,5%,-9%,0.7%,2%,
O=C(CN1C(=O)c2ccccc2C1=O)Nc1cc(C(=O)O)cc(C(=O)O)c1,-9%,-6%,20%,2.0%,-2%,
Cc1nnsc1C(=O)N1CCCC(N2CCN(c3ccc(F)cc3)CC2)C1 (stereo unspecified),-1%,-15%,-8%,1.3%,-22%,
Nn1c(SCC(=O)Nc2ccc(S(N)(=O)=O)cc2)nnc1-c1ccco1,-9%,-16%,-12%,0.9%,0%,
